LYP inhibition: PTPN22 lymphoid phosphatase activity blockers – biochemical, fluorescence intensity, uHTS (AID 1779); inhibition, % at 11.5 µM; hits with a dose series show IC50 in µM; 290,000 compounds, 0.054% hits; recombinant LYP phosphatase, fluorescence intensity; higher % means a stronger effect;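 further: plate controls were vehicle with enzyme for no effect and no enzyme for full effect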
XIAP antagonists: small molecules displacing peptide from XIAP – biochemical, IAP family, fluorescence polarization (AID 1018); 200,000 compounds, 0.007% hits; XIAP BIR domain, fluorescence polarization peptide displacement; higher % means a stronger effect; one-dose displacement, % at 20 µM; IC50 in µM for titrated hits; in the data active means displacement above about 50%; further: a part of the inactive calls stands beside numbers as strong as those of hits
human PMI inhibition: MPI enzyme activity inhibition – biochemical, fluorescence intensity, coupled assay, primary screen (AID 1209) | purified PMI enzyme, coupled fluorescence intensity; higher % means a stronger effect | 190,000 compounds, 0.42% hits | inhibition, % at 20 µM; hits with a dose series show IC50 in µM;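 further: plate controls were DMSO vehicle for no effect and wells lacking substrate for full effect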
PMI inhibition: human PMI inhibitors, high substrate, primary screen, biochemical, fluorescence intensity, high mannose 6-phosphate (AID 1220); 190,000 compounds, 0.66% hits; recombinant PMI enzyme, coupled fluorescence intensity; higher % means a stronger effect; inhibition, % at 20 µM; hits with a dose series show IC50 in µM
P. falciparum M1AAP: malaria alanyl aminopeptidase activity blockers – biochemical, fluorogenic H-Leu-NHMec substrate, 1536-well (AID 1445); 220,000 compounds, 0.42% hits; recombinant M1AAP, H-Leu-NHMec fluorogenic kinetic assay; higher % means a stronger effect; one-dose inhibition, % at 30 µM; IC50 in µM for titrated hits;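 active means primary inhibition above the hit cutoff, then over 50% inhibition at one or more dose response concentrations, cut at about 23% in these data, passing the limit was not always enough; inconclusive means conflicting primary data, or primary hits not chosen for dose response; inactive means low primary inhibition, or under 50% at every dose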;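 further: plate controls were DMSO full reaction for no effect and no enzyme background for full effect; strong numbers were not always called active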
CSM14.1 death rescue: rescue of cells from ER stress-induced death, primary screen, 384-well, CSM14.1, thapsigargin, ATP luminescence (AID 1222); CSM14.1 thapsigargin-induced death rescue, ATP luminescence; higher % means a stronger effect; one-dose cellular ATP content (survival), % at 20 µM; EC50 in µM for titrated hits; 190,000 tested, under 10 active;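 active means EC50 below 50 µM in the dose-response confirmation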;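 further: death triggered by thapsigargin at about 15 µM added after 2 h compound pretreatment; cell ATP read after overnight thapsigargin exposure of roughly 18 to 22 hours; normalized against plate controls of thapsigargin alone and 5% DMSO vehicle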
TNAP activation fold: stimulation of alkaline phosphatase TNAP activity – biochemical, luminescent, no phosphate acceptor, uHTS, primary screen (AID 1001) | purified TNAP, luminescent activation assay, no phosphate acceptor; higher activation fold means a stronger effect | activation fold at 20 µM, or EC50 in µM where a hit was titrated | 200,000 compounds, 0.03% hits; in the data active means activation fold from about 3, or a potency from the dose series; inactive means the rest, 99 in 100 with activation fold below about 1.6; further: many of its hits are not listed in these tables
Myeloid diff 2: promotes myeloid progenitor differentiation; calls only at 10 µM; 360,000 compounds, 1% hits; AID 624256; ER-HoxA9 myeloid progenitors, lysozyme-GFP differentiation, flow cytometry;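 active means normalized GFP-positive differentiation at or above the plate's own cutoff, the solvent-only control mean plus 3 SD; inconclusive means no clear call, values can overlap the other calls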;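 further: cells exposed to compound for four days before flow analysis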
P. falciparum M17LAP: P. falciparum M17LAP inhibitors, primary screen, biochemical, fluorogenic H-Leu-NHMec substrate, 1536-well (AID 1619); 220,000 compounds, 0.38% hits; recombinant M17LAP, H-Leu-NHMec fluorogenic kinetic assay; higher % means a stronger effect; one-dose inhibition, % at 30 µM; IC50 in µM for titrated hits;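 active means compound inhibiting the enzyme by more than half at any dose during confirmatory dose-response retesting; inconclusive means strong single-dose inhibitors picked by rank but not retested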;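 further: plate controls were full reaction with DMSO carrier for no effect and no enzyme background for full effect; strong numbers were not always called active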
Myeloid diff 2 GFP+ MAC1+ %: second read-out of Myeloid diff 2, no call of its own (marks repeat the call); GFP+ MAC1+ double positive, %; measured here: differentiation confirmed by MAC1 staining
Numbers without * were called inactive; i = inactive; ? = inconclusive; · = no result given. Unless noted, no stated cut-off is given here; in the data, active means inhibition above about 50%; inactive means the rest. Compounds as they come. About 2.7% of those tested had a hit in this group.

Under each structure – LYP inhibition, XIAP antagonists, human PMI inhibition, PMI inhibition, P. falciparum M1AAP, CSM14.1 death rescue, TNAP activation fold, Myeloid diff 2, Myeloid diff 2 GFP+ MAC1+ %, P. falciparum M17LAP
1) O=C(C1CCN(S(=O)(=O)c2cccnc2)CC1)N1CCCCC1
    -4%, -4.7%, 0%, -3%, 3%, -0.5%, 1.2, i, 6.8, 0%
2) Cc1ccnc(NC(=O)c2sc3cc(Cl)ccc3c2Cl)c1
    -6%, 1.1%, 4%, -8%, 6%, 1.0%, 1.1, i, 0.2, -4%
3) CN(CC(=O)Nc1ccc(F)cc1)CC(=O)Nc1ccc(F)c(F)c1F
    -5%, -5.3%, 10%, 13%, -4%, -2.7%, 1.2, i, 0.5, -9%
4) CCCCCCN=CC1=C(O)C(C(=O)OC)C(C)(C)CC1=O (stereo not drawn)
    -7%, -3.1%, 4%, -2%, -7%, 2.6%, 1.1, i, 0.9, -6%
5) CCCCN(CC)C(=O)/C=C/c1cccc([N+](=O)[O-])c1
    -2%, -2.1%, 10%, 9%, 7%, -1.4%, 1, i, 0.4, 3%
6) CC(C)(C)c1ccc(/C=C/C(=O)Nc2ccncc2)cc1
    3%, -1.9%, 17%, 14%, 2%, -5.2%, 1, i, 0.9, 0%
7) N#CC1=C(N)SC(N)=C(C#N)C1c1ccc(C(F)(F)F)cc1
    6%, -6.8%, 2%, -7%, 16%, -1.1%, 1.2, ·, ·, -10%
8) O=c1ccc(/C=C/c2ccccc2)nn1Cc1ccc(Cl)cc1Cl
    6%, -6.1%, 17%, 13%, 3%, -3.7%, 1.1, i, 0.7, 6%
9) O=C(NCC1CCCO1)c1onc(CSc2cccc(Cl)c2)c1C(=O)O (stereo not drawn)
    -4%, -3.9%, -3%, 1%, 7%, 0.1%, 1.1, i, 1.4, 25%
10) COC(=O)Cn1cc(C(=O)c2ccco2)c2ccccc21
    4%, -5.9%, -5%, 5%, -16%, -1.8%, 1.1, i, 1.5, -10%
11) CCCS(=O)(=O)c1c(S(=O)(=O)CCC)c2c3ccccc3ccn2c1C(=O)OC
    -1%, -4.4%, 16%, 14%, 5%, 14%, 1.1, i, 0.5, 5%
12) CCOC(=O)c1ccccc1NC(=O)CSc1nnnn1C
    -4%, -7.3%, -12%, -9%, -6%, -1.9%, 0.9, i, 1.2, 5%
13) COCCn1nnnc1C(c1ccccn1)N1CCN(c2cccc(C)c2C)CC1 (stereo not drawn)
    -8%, -3.2%, 0%, 2%, -9%, -1.6%, 1.1, i, 1.0, -2%
14) COc1ccc(NC(=O)CCCn2c(=O)c3sccc3n(Cc3ccccc3)c2=O)cc1
    -11%, -3.9%, 7%, 2%, 7%, -3.7%, 1, i, 0.0, -2%
15) ONC(=Nc1ccc(Cl)cc1)c1ccccc1Cl
    2%, 0.4%, 5%, 5%, -2%, -3.6%, 1.1, i, 2.7, -3%
16) CCc1nnc(NC(=O)C2CCCCC2)s1
    -2%, -4.2%, 18%, 3%, -1%, -1.8%, 1, i, 1.3, -2%
17) O=C(NCCc1nc2ccccc2[nH]1)/C(=C/c1ccc(F)cc1)NC(=O)c1ccco1
    -10%, ·, ·, ·, 8%, ·, ·, i, 0.7, 8%
18) CC(C)c1ccccc1NC(=S)NN(Cc1ccccc1)c1ccccc1
    -1%, -5.6%, -2%, 1%, 7%, -0.8%, 0.9, i, 0.8, -7%
19) Cc1cc(C(=O)COc2cc(F)ccc2[N+](=O)[O-])c(C)n1C1CC1
    -2%, 0.1%, 7%, 14%, 20%, -1.7%, 1.1, i, 0.7, 0%
20) CCCCN(C(=O)NC(=O)Nc1c(C)cc(C)cc1C)S(C)(=O)=O
    -6%, -0.4%, 6%, 0%, 0%, 1.1%, 1.1, i, 11, -3%
21) CN(C)CCNC(=O)c1cc2c(=O)n(C)c3ccccc3c2n1C
    -9%, -3.6%, 13%, 19%, 4%, -1.7%, 1.2, i, 2.1, 15%
22) Cc1cc(C)nc(Nc2n[nH]c(COc3ccc(Cl)cc3)n2)n1
    -1%, -5.6%, -5%, -6%, 9%, -0.5%, 1.7, i, 0.7, -3%
23) CC(=O)C1=C(O)C(=O)N(c2ccc(C)cc2)C1c1ccc([N+](=O)[O-])cc1 (stereo not drawn)
    7%, -4.4%, -23%, -18%, 2%, 1.3%, 1, i, 0.8, 15%
24) C=CCn1c(C)cc(C(=O)CSc2nc3ccccc3o2)c1C
    5%, 0.4%, 15%, 19%, 8%, ·, 1.1, i, 0.6, 4%
25) CC(=O)Nc1cc(NC(C)=O)cc(C(=O)OCC(=O)N2CC(C)OC(C)C2)c1 (stereo not drawn)
    -2%, -6.0%, 13%, 11%, -1%, -1.4%, 1.1, i, 0.0, -7%
26) COc1ccc(Cl)cc1NC(=O)Nc1ccc(Br)cn1
    -7%, -8.3%, -8%, -5%, 6%, -0.6%, 1.2, i, 0.8, -5%
27) O=C(Nc1cc(C(F)(F)F)ccc1Cl)C(Sc1ccccn1)c1ccccc1 (stereo not drawn)
    -2%, ·, ·, ·, 2%, ·, ·, i, 0.7, -4%
28) CCOc1ccc(Cc2onc3c2C(=O)CC(C)(C)C3)cc1OCC
    -7%, -8.6%, 2%, 6%, 2%, -1.2%, 1, i, 0.2, -2%
29) CC(C)(O)CNC(=O)Nc1ccc(Cl)c(Cl)c1
    -6%, ·, ·, ·, 6%, ·, ·, i, 0.7, 7%
30) Cc1ccc(CN2CC(C(=O)Nc3ccc4c(C)cc(=O)oc4c3)CC2=O)cc1 (stereo not drawn)
    -12%, -4.3%, -10%, -5%, 12%, -1.1%, 1.1, i, 2.4, -25%
31) COCCN(CCOC)S(=O)(=O)c1ccc(C(=O)Nc2nnc(C3CC3)o2)cc1
    2%, -3.0%, 7%, 8%, 4%, -2.8%, 1.1, i, 0.0, 12%
32) O=C(Cn1nnc(-c2cccs2)n1)N1CCc2ccccc2C1
    -6%, 1.7%, 5%, 2%, 6%, 0.7%, 1.1, i, 0.4, -4%
33) C=C(C)COc1ccc(-c2nc(N)ncc2Oc2ccccc2OCC)c(O)c1
    0%, -8.7%, 29%, 26%, 8%, -1.6%, 1.1, i, 1.5, -7%
34) O=C1c2ccccc2C(Nc2ccc(S(=O)(=O)N3CCCCCC3)cc2)N1Cc1ccco1 (stereo not drawn)
    -5%, -7.2%, 8%, 9%, 7%, -0.6%, 1, i, 3.0, 1%
35) CC(C)(C)c1ccc(C(=O)NNc2cc(Cl)cc(Cl)c2)cc1
    0%, ·, ·, ·, 3%, ·, ·, i, 0.5, -4%
36) O=C(O)C1CC=CCC1C(=O)Nc1cccnc1 (stereo not drawn)
    -7%, -3.0%, ·, ·, 6%, 2.7%, 1.1, i, 0.1, 20%
37) Cc1ccc(-c2nn3c(C)nnc3c3ccccc23)cc1S(=O)(=O)NCc1ccccc1
    -3%, -7.1%, 5%, 6%, -3%, 7.9%, 1.1, i, 3.9, 5%
38) O=C(Nc1ccc(S(=O)(=O)N2CCCC2)cc1)N1c2ccccc2Sc2ccccc21
    8%, -1.8%, 22%, 21%, 6%, -1.1%, 1.1, i, 7.3, 11%
39) C=C(C)CSc1nnc([C@@H]2CCCN2C(=O)OC(C)(C)C)o1
    -10%, -3.1%, -1%, -2%, 2%, 0.1%, 1.1, i, 0.6, -1%
40) CC(C)C(=O)Nc1nnc(NC(=S)Nc2ccccc2)s1
    7%, -5.9%, 5%, 0%, 8%, -1.6%, 0.8, i, 0.2, 19%
41) Cc1ccccc1SCC(=O)Nc1cc(S(=O)(=O)N2CCOCC2)ccc1N1CCOCC1
    -5%, ·, ·, ·, -5%, ·, ·, i, 0.2, -3%
42) c1ccc(-c2noc(CN3CCN(C(c4ccccc4)c4ccccc4)CC3)n2)cc1
    1%, -7.3%, 14%, 14%, -4%, 1.5%, 1, i, 9.5, 7%
43) Cc1ccc(C(=O)N(CN2CCCC2=O)c2ccccc2)cc1C
    2%, -4.3%, -14%, 2%, 7%, 0.0%, 1, i, 0.7, 6%
44) CCOC(=O)c1ccc(NS(=O)(=O)c2cc(C)ccc2OC)cc1
    5%, -3.2%, 11%, 8%, 0%, -1.6%, 1.1, i, 1.0, 1%
45) O=C(/C=C/c1cccc2ccccc12)NCCC1=CCCCC1
    -2%, -5.2%, 15%, 13%, 1%, -1.1%, 1.1, i, 1.1, -7%
46) CCOc1cc(NC(=S)NCc2ccco2)c(OCC)cc1NC(C)=O
    -4%, -5.6%, 5%, 7%, 5%, -0.3%, 1.1, i, 1.3, 10%
47) O=C(N/N=C/c1cccs1)C1COc2ccccc2O1 (stereo not drawn)
    -2%, -0.9%, -9%, -9%, 2%, -0.7%, 1.1, i, 6.2, 19%
48) O=C(Oc1ccc2ccc(=O)oc2c1)c1cccs1
    -3%, -5.0%, 5%, 0%, -1%, -5.4%, 1.1, i, 0.6, -62%
49) O=C(O)/C=C\c1ccccc1Oc1cccc(Cl)c1
    2%, -4.4%, -28%, -20%, 0%, ·, 0.8, i, 0.1, 8%
50) CCOC(=O)C1=C(c2ccccc2)N2CCS(=O)(=O)N=C2S1
    -1%, 0.2%, 14%, 15%, 6%, ·, 1.1, i, 1.5, -4%
51) O=[N+]([O-])/C(=C\Nc1ccccc1Cl)S(=O)(=O)c1ccccc1
    1%, -5.3%, -42%, -137%, -5%, -1.7%, 1.1, ·, ·, -1%
52) COP(=O)(OC)C(Nc1ccc(C)cc1)c1ccc([N+](=O)[O-])cc1 (stereo not drawn)
    -9%, -3.1%, 5%, -2%, 0%, -0.7%, 0.9, i, 2.0, 1%
53) O=S1(=O)N=C(N(CCO)/N=C/c2ccncc2)c2ccccc21
    -4%, -17%, -34%, -34%, 3%, 3.8%, 1, i, 0.5, 40%
54) CCOc1ccc(N2C(=O)CC(SCc3nc4ccccc4[nH]3)C2=O)cc1 (stereo not drawn)
    -4%, -4.4%, 14%, 8%, -8%, -0.2%, 1.1, i, 0.6, -7%
55) Cc1cc(O)c(C(C)C)cc1NC(=O)Nc1cccc2ccccc12
    -1%, ·, ·, ·, -1%, ·, ·, ?, ·, 1%
56) O=C(Nc1nc(-c2ccc(F)cc2)cs1)c1ccc(N2C(=O)CCC2=O)cc1
    -2%, 0.9%, -3%, -2%, -3%, -0.7%, 1.1, i, 3.6, -1%

Bioassay records as filed in PubChem BioAssay.
